From PubChem
Rab2A wt mod = changes GTP binding to wildtype dog Rab2A, up or down. P61105. GST-Rab2 wt beads, Bodipy-GTP binding, flow cytometry. GTP binding activity, % at 10 µM. hit rate 0.19% among 190,000;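 active means GTP binding activity at least 20 points away from 100%, either lowered or raised; inconclusive means signal likely due to the compound's own green fluorescence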;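 further: 0% = beads with excess unlabeled GTP and 100% = no-compound control corrected for plate trend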
Mcl1-Noxa inh = disrupts binding of human Mcl-1 to Noxa peptide; TR-FRET Mcl-1/Noxa peptide binding, 2 h; AID 1022; hit rate 1.5% among 220,000; inhibition, % at 21.7 µM;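 active means compounds that cut the protein-peptide binding signal by more than 50% relative to plate controls in a single-dose test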;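 further: His-tagged Mcl-1 with rhodamine Noxa BH3 peptide and terbium anti-His antibody; 0% = Mcl-1 plus Noxa peptide wells and 100% = peptide-only wells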
Target sequence (Q07820 whole entry, looked up): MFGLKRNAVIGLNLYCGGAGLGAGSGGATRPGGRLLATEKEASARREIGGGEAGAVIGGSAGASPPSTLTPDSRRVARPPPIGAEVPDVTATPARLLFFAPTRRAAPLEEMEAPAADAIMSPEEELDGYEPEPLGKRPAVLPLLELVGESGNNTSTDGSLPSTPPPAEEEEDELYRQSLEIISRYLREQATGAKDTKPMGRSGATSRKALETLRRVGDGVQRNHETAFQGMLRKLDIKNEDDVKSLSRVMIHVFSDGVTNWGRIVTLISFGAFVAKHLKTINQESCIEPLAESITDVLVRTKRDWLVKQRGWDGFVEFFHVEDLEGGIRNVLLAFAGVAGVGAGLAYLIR
GSH fluor = compound fluoresces at 488/530 nm on GSH beads | GSH beads flow cytometry, compound fluorescence 488/530 nm; hits give high values | fluorescence (KMESF) at 10 µM | hit rate 0.25% among 190,000 | AID 1776; in the data active means fluorescence above about 89;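 further: glutathione beads carrying GST-tagged Bcl family fusion proteins plus one bare bead set; values are compound well signal with DMSO vehicle wells as background; inactives centre near 16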
Avidin bead fluor = compound fluoresces at 488/530 nm on avidin beads; compound fluorescence 488/530 nm, flow cytometry; hits give high values; fluorescence (KMESF) at 10 µM; hit rate 0.38% among 220,000; AID 1775; in the data active means fluorescence above about 47; further: inactives centre near 10
Cdc42 wt = modulators (inhibitors or activators) of GTP binding to human Cdc42 wildtype; P60953; GST-Cdc42 beads, Bodipy-GTP binding, flow cytometry; actives lie on both sides; percent activity (GTP binding), % at 10 µM; hit rate 0.2% among 190,000; AID 761;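 active means percent activity GTP binding at least 20 points away from the 100% baseline, either down as inhibitor or up as activator; inconclusive means compound flagged as likely green fluorescent from well-wide comparison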;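 further: median bead fluorescence of bound Bodipy-FL-GTP at 100 nM; 0% = excess unlabeled GTP control and 100% = no compound control; below 100% means less GTP binding so inhibitor and above means activator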
Target sequence (P60953 whole entry, looked up): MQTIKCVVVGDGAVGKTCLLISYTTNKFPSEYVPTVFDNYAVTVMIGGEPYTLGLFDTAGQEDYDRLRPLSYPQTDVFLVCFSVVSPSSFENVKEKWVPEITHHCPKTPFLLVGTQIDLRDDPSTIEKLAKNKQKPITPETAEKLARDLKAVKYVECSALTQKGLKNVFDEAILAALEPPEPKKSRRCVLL
HRas wt GTP = changes GTP binding to wildtype human HRas | GST-Ras wt beads, Bodipy-FL-GTP binding, flow cytometry; actives lie on both sides | GTP binding activity, % at 10 µM | hit rate 0.14% among 190,000;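 active means GTP binding activity at least 20% away from the 100% baseline, either lowered as inhibitor or raised as activator; inconclusive means flagged as likely green fluorescent, judged across all proteins in the well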;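 further: 0% = unlabeled GTP competition control and 100% = no-compound control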
Target sequence (P01112 whole entry, looked up): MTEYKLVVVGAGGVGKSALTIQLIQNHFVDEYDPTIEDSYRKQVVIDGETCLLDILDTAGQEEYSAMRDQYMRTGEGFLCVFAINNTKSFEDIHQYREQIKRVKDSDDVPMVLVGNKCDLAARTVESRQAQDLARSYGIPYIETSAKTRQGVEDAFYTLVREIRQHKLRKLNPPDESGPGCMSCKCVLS
Pf gamet viab = inhibitors of late stage P. falciparum gametocyte viability. P. falciparum stage V gametocytes, ATP luminescence, 24 h. inhibition, % at 10.9 µM. hit rate 0.065% among 150,000;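 active means inhibition above the mean plus 3 SD of compounds within the control limits, set per campaign, cut at about 38% in these data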;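 further: 0% = DMSO wells and 100% = medium only without gametocytes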
Mcl1 Bid PPI = Mcl-1/Bid interaction inhibition. Q07820. TR-FRET Mcl-1/Bid-Dy647 peptide binding, 1536-well. inhibition, % at 21.7 µM. hit rate 0.97% among 220,000. AID 1021;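 active means compounds that cut the binding signal by more than half at the single screening dose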;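 further: His-tagged Mcl-1 with europium anti-His antibody binding Bid BH3 peptide; 0% = Mcl-1 plus peptide wells and 100% = peptide-only wells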
Rac1 wt GTP bind = human Rac1 wildtype GTP binding, inhibitors and activators | P63000 | GTP binding activity (% of control), % at 10 µM | GST-Rac1 beads, fluorescent GTP binding, flow cytometry; actives lie on both sides; 0 = cold GTP competed, 100 = untreated | hit rate 0.27% among 190,000;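 active means GTP binding activity at least 20 points away from the 100% control level, either lower or higher; inconclusive means compound flagged as likely green fluorescent, judged across all proteins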
Rac1 mut GTP = alters GTP binding to activated mutant human Rac1. P63000. percent activity (GTP binding), % at 10 µM. GST-Rac1 activated beads, fluorescent GTP binding, flow cytometry; actives lie on both sides; 100% means binding = to untreated wells. hit rate 0.11% among 190,000;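 active means GTP binding at least 20 percentage points away from the 100% baseline, in either direction, so actives lie on both sides; inconclusive means Compound likely fluorescent itself, or too few beads counted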
Rab7 wt modul = alters GTP binding to wildtype dog Rab7; hit rate 0.055% among 190,000; AID 758; GTP binding activity (percent of control), % at 10 µM; GST-Rab7 beads, fluorescent GTP binding, flow cytometry; actives lie on both sides; untreated = 100%, excess cold GTP = 0%;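 active means fluorescent GTP binding to Rab7 beads changed by at least 20 points from the 100% baseline, either direction, mostly lower; inconclusive means compound itself probably fluorescent, or too few beads counted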;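 further: median green fluorescence of bound Bodipy-FL-GTP per Rab7 bead population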
Active calls of the source: *; u = inconclusive; x = not tested or not shown. This is a random part of the collection. About 3% of those tested had a hit in this group.

Screens in order – Rac1 mut GTP	HRas wt GTP	Cdc42 wt	Rab2A wt mod	Rac1 wt GTP bind	Avidin bead fluor	Pf gamet viab	Rab7 wt modul	GSH fluor	Mcl1-Noxa inh	Mcl1 Bid PPI
- CC(/C=N/NC(=O)CSc1ccccn1)=C\c1ccc(C(C)C)cc1
    95	96	96	97	100	1	-4	97	6	0	8
- CN(C)/C=C1\C(=O)N(c2ccc(Cl)cc2)CS1(=O)=O
    u	u	u	u	u	7	-2	u	22	19	11
- COc1c(C)cc(C(=O)C2CCCN(C(=O)c3ccc4cc[nH]c4c3)C2)cc1C (stereo not given)
    90	95	92	97	96	2	-8	100	14	4	-28
- CCNC(=S)N1CCN(S(=O)(=O)c2ccc(C)c(C)c2)CC1
    98	104	99	103	102	9	-13	108	12	1	-54
- Cc1cc(C)c(S(C)(=O)=O)c(Oc2ccccc2C)n1
    104	104	106	106	106	35	-8	101	21	-1	11
- O=C(CSc1nc(Nc2ccccc2)nc(N2CCOCC2)n1)Nc1ccc([N+](=O)[O-])cc1
    95	98	97	93	96	8	x	97	19	-4	-23
- O=C(O)CN1C(=O)Nc2ccc(Br)cc2C1c1ccccc1 (stereo not given)
    101	99	102	99	105	14	x	98	9	3	-21
- CSC1=N/C(=C\C=C\c2cccs2)C(=O)S1
    100	101	102	101	108	8	5	100	12	30	-35
- COc1cccc(NC(=O)COC(=O)c2c(-c3ccccc3)noc2C)c1
    93	98	97	96	93	33	-45	98	18	1	-3
- Cc1nn(-c2nc3ccccc3s2)c(N)c1-c1ccccc1
    95	96	96	97	100	14	-5	102	33	-4	6
- COCCNC(=O)C(c1ccc(F)cc1)N(Cc1ccco1)C(=O)CCC(=O)Nc1nccs1 (stereo not given)
    95	97	98	97	93	10	0	97	34	x	-8
- COC(=O)c1ccccc1NC(=O)CCCn1nc([N+](=O)[O-])c(Br)c1C
    97	102	100	104	104	4	0	107	10	-2	-7
- COC(=O)CC1COc2ccccc2N1C(=O)c1cccc(Cl)c1 (stereo not given)
    98	97	98	100	100	10	7	98	15	14	-14
- CCOC(=O)N1CCC(NC(=O)CSCc2nc(-c3sccc3C)oc2C)CC1
    99	102	100	101	99	7	x	101	16	47	-20
- O=C1c2ccccc2CN1CCSC(=S)N1CCOCC1
    102	103	104	99	110	5	-12	97	19	1	-9
- O=C(NCCOC(=O)C1COc2ccccc2O1)C1COc2ccccc2O1 (stereo not given)
    95	99	100	98	96	1	-6	98	33	3	-1
- O=C(Cn1c(=O)oc2ccccc21)NCc1ccco1
    99	100	103	101	106	25	4	101	25	3	-18
- COc1cc(NC(=O)CS(=O)(=O)c2ccccc2)cc(OC)c1OC
    96	99	96	96	95	13	x	102	19	9	-1
- CCOc1ccc(N(C(C)C(=O)Nc2cccnc2)S(C)(=O)=O)cc1 (stereo not given)
    96	99	96	98	99	9	11	103	8	13	-7
- Cc1cc(OCC(O)CNC(C)(C)C)ccc1Cl (stereo not given)
    98	98	99	98	99	14	14	98	76	9	-6
- O=C(c1ccc([N+](=O)[O-])c(CS(=O)(=O)c2ccc(Cl)cc2)c1)N1CCCCC1
    98	97	99	97	99	24	9	98	10	-3	-3
- O=C(COc1cccc(-n2cnnn2)c1)N1CCOCC1
    102	106	106	105	103	10	x	103	22	6	-10
- CCOc1ccc(/C=C/C(=O)Nc2ccc(OC)cc2[N+](=O)[O-])cc1
    100	100	101	103	102	4	15	102	20	9	-6
- COc1ccc(-c2nc3ccccc3s2)cc1NC(C)=O
    96	96	96	95	97	8	-2	97	14	8	5
- N#Cc1c2n(c3c(=O)n(Cc4ccc(Cl)cc4)cnc13)CCCC2
    98	101	100	96	104	11	6	99	33	18	-14
- C=CCOC(=O)C1=C(C)NC(SCC(=O)Nc2ccc(C)c(Cl)c2)=C(C#N)C1c1ccco1 (stereo not given)
    98	100	100	100	99	18	x	96	13	-6	8
- Cn1ccc(C(=O)N2CCCc3ccccc32)n1
    100	97	100	99	99	9	-9	102	25	0	-9
- CS(=O)Cc1cc(Sc2ccccc2)nc(-c2cccnc2)n1 (stereo not given)
    96	100	100	99	100	23	10	104	10	1	-3
- Cc1cc(C)c2[nH]c(=O)c(CN(Cc3ccc4c(c3)OCO4)Cc3nnnn3C3CCCC3)cc2c1
    97	99	100	103	92	10	-6	103	10	3	-23
- O=C(NCc1ccc2c(c1)OCO2)C1COc2ccccc2O1 (stereo not given)
    99	99	102	100	103	6	x	93	74	2	-4
- CC(CC(=O)Nc1cc([N+](=O)[O-])ccc1Cl)c1ccccc1 (stereo not given)
    97	100	101	97	101	16	-24	98	9	12	-7
- Cc1ccc2[nH]c3c(c2c1)CN(C(=O)CN1CCSCC1)CC3
    94	96	99	96	97	12	x	95	39	13	-27
- COc1cc(OC)cc(C(=O)NC(=S)NCc2ccco2)c1
    101	102	102	101	103	6	x	99	27	3	-64
- COc1ccc(S(=O)(=O)N2CCC(C(=O)N3CCCCCC3)CC2)cc1
    94	96	98	94	96	13	-5	94	36	12	10
- CS(=O)(=O)c1ccc(C(=O)Nc2ccc(N3CCOCC3)cc2)c(Cl)c1
    101	101	99	98	100	7	x	104	16	12	-40
- O=C(Nc1cccc2cccc(NC(=O)c3ccco3)c12)c1ccco1
    103	104	105	104	104	5	x	101	9	24	-18
- Cc1ccc(Nc2cccccc2=O)cc1
    96	98	99	97	100	14	x	99	36	-6	5
- O=C(CSc1nnc(-c2ccccc2F)o1)OCc1ccccc1
    96	97	96	97	96	8	11	99	27	3	-14
- CN(c1ccc(OCC(=O)NC2CCCC2)cc1)S(=O)(=O)c1cccs1
    96	99	95	99	99	6	0	100	38	-1	-5
- O=C(CN1CCSCC1)N/N=C/c1ccccc1F
    97	104	103	103	105	19	-6	105	11	29	13
- COCC(C)NCc1cccc(C)c1 (stereo not given)
    102	102	104	101	105	11	8	102	13	-2	-3
- COC(=O)C(=O)Nc1nnc(COc2ccccc2)s1
    99	103	104	101	102	17	x	101	12	19	-4
- COc1ccc(CNC(=O)C2CC(c3cccc(OC)c3)=NO2)cc1 (stereo not given)
    96	100	97	100	100	7	x	102	24	2	-62
- O=C(c1ccccc1Cl)N(Cc1ccc(Br)cc1)N1C(=O)CCCC1=O
    95	100	100	100	99	11	-15	101	23	1	-3
- CCOC(=O)c1cccc(NC(=O)CSc2nc3cccnc3n2C)c1
    96	98	96	95	97	8	x	98	24	8	-4
- O=C(CNCC1CCCO1)N1CCCc2ccccc21 (stereo not given)
    97	97	95	97	94	7	-8	98	28	x	30
- CCCN1C(=O)C(O)(C2CC(=O)CC(C)(C)O2)c2ccccc21 (stereo not given)
    92	98	95	96	91	13	-25	100	33	5	20
- O=C(CSc1n[nH]c(-c2cccs2)n1)NCc1ccc2c(c1)OCO2
    94	97	98	98	99	8	-30	99	19	14	-9
- COC(=O)c1ccc(NC(=O)CSc2nc(C)cc(=O)[nH]2)cc1
    97	97	97	94	93	14	-2	92	10	18	9
- CN(c1nc2nonc2nc1NC1CC1)C1CCOC1 (stereo not given)
    95	97	96	97	97	12	-4	103	10	-4	-23

Further compounds:
Screens in order – Rac1 mut GTP	HRas wt GTP	Cdc42 wt	Rab2A wt mod	Rac1 wt GTP bind	Avidin bead fluor	Pf gamet viab	Rab7 wt modul	GSH fluor	Mcl1-Noxa inh	Mcl1 Bid PPI
- O=C(O)CN1C(=O)C2C3C=CC(C3)C2C1=O (stereo not given)
    99	100	106	101	104	25	x	104	16	13	-5
- COc1ccc(/C=N\NC(=O)c2cc(O)c(O)c(O)c2)cc1CN1CCN(c2ccc(F)cc2)CC1
    u	u	u	u	u	12	x	u	9	70*	-38
- O=C(Nc1ccccc1-c1nnn(CC(=O)N2CCN(c3ccccc3)CC2)n1)c1cccs1
    97	101	99	100	104	17	-2	104	29	17	-26
- Cc1nc2ccccc2n1CC(=O)N/N=C\c1ccccn1
    97	99	98	98	96	8	-51	100	20	-15	-26
- CCOC(=O)C(NC(=O)c1ccccc1)(Nc1nnc(C)s1)C(F)(F)F (stereo not given)
    97	96	96	93	99	21	x	92	19	10	1
- OCCCNCc1ccc(-c2ccccc2)cc1
    97	99	96	102	97	9	5	95	12	7	-19
- Cc1cccc(NC(=S)N(CCN(C)C)C(C)c2cccnc2)c1 (stereo not given)
    96	97	100	96	102	9	-9	97	18	14	-51
- CC(C)Cc1nc(N2CCOCC2)c(C#N)c2c1COC(C)(C)C2
    101	106	106	107	104	17	5	107	23	-3	-25
- Oc1ccccc1C(=S)N1CCCCCC1
    101	100	103	101	102	18	-2	99	27	41	-48
- CC(=O)Oc1ccc2cc(-c3nc4ccccc4n3C)c(=O)oc2c1
    101	103	103	101	109	7	x	104	4	-14	2
- COc1cccc(C(=O)NCc2ccc(-c3nc4ccccc4s3)cc2)c1
    96	96	96	97	99	8	x	97	36	-23	-2
- Cc1cc(C(=O)CN2C(=O)C(=O)N(Cc3ccccc3)C2=O)c(C)n1-c1ccccc1F
    u	u	u	u	u	10	-20	u	14	10	-27
- CCOC(=O)CC1=Nc2ccccc2NC(=O)C1
    100	101	101	99	103	13	x	99	21	10	-35
- COc1ccc(NC(=O)CSc2nnc(Cc3cccs3)n2-c2ccc(C)cc2)cc1
    102	106	107	103	106	10	x	104	13	-1	2
- N[C@@H](Cc1ccc(O)cc1)c1nnc([C@H](CCC(=O)O)NC(=O)C2CCNCC2)o1
    96	99	100	100	99	5	x	104	20	-12	-5
- O=C(c1ccccc1)c1nc[nH]c1C(=O)Nc1ccccn1
    98	99	99	99	102	7	x	98	31	0	-16
- Cc1ccccc1NS(=O)(=O)c1ccc(OCC(=O)N2CCCCC2)cc1
    99	102	102	102	107	9	x	99	12	13	-15
- CCCCNC(=O)CCn1c(=O)c2ccccc2n(Cc2ccc(Cl)cc2)c1=O
    99	103	102	102	103	7	11	99	5	-5	-27
- [N-]=[N+]=CC(=O)CCCN1C(=O)c2ccccc2C1=O
    100	101	99	100	104	6	x	101	28	12	14
- O=C(CN1CCN(c2ccccc2F)CC1)Nc1ccccc1F
    96	100	101	96	101	35	-1	97	23	7	-13
- Cc1[nH]c2ccc3ncccc3c2c1C
    101	98	95	98	100	14	-1	99	11	9	-22
- Cc1ccc(NC(=S)N2CCCN(Cc3ccc(F)cc3)C2)c(C)c1
    97	99	100	100	103	13	4	100	12	24	-20
- Cc1ccc(CNc2nc(C)nc3sc4c(c23)CCC4)cc1
    97	99	98	98	97	6	x	95	19	-16	91*
- CCCCN(C)CCC(=O)Nc1ccc(OC)cc1OC
    97	99	104	100	104	35	x	101	25	8	-1
- Nc1nonc1-c1noc(-c2ccccc2Br)n1
    99	100	100	99	100	2	x	99	46	7	-10
